From PubChem
NPR2 activator = human GC-B receptor activators, primary screen, HEK293 GC-B cells, cGMP TR-FRET, EC30 CNP; 0% at EC30 CNP, 100% saturating CNP; activation, % at 10 µM; 0.11% of 370,000 active;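 active means activation at 10 µM reaching about 35% in either raw or pattern-adjusted values, limit read from the data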
mABHD4 FP = ABHD4 inhibitors, primary screen, biochemical, fluorescence polarization, mouse; inhibition, % at 8.92 µM; purified mABHD4, FP-Rh probe fluorescence polarization; 0.54% of 370,000 active;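 active means inhibition exceeding the mean over every tested compound plus 3 SD, cut at about 30% in these data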;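 further: 0% = plate median of compound wells and 100% = S159A mutant with DMSO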
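Doses – 8.92 µM, single dose · Material – wild-type mouse ABHD4 protein · Replication – single well per compound (singlicate) · Measure – percent inhibition of probe binding, normalized to plate controls · Schedule – 45 min compound pre-incubation plus 60 min probe step, 25 °C · Detection – fluorescence polarization with parallel and perpendicular emission, 525/598 nm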
HTRA1 inh = HTRA1 serine protease inhibitors, primary screen, biochemical, fluorescence polarization, HTS; 0.5% of 340,000 active; recombinant HTRA1, FP-rhodamine activity-based probe; inhibition, % at 5.96 µM; AID 504803, 2011; Q92743; in the data active means inhibition above about 36%;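 further: 0% = enzyme with DMSO and 100% = wells lacking enzyme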
PG9 binder = binders of HIV-1 gp120 antibody PG9, primary screen, biochemical, TR-FRET; inhibition, % at 6.7 µM; TR-FRET gp120-PG9 antibody binding; AID 624416, 2012; HIV-1 gp120 / PG9 antibody interaction; 0.43% of 360,000 active; in the data active means inhibition above about 8.5%
SMARCA2 activ = SMARCA2 (BRM) function activators, primary screen, cell-based, luminescence, high throughput. 1% of 370,000 active. MG213 cells, MMTV-luciferase reporter, dexamethasone, overnight. activation, % at 9.1 µM; in the data active means activation above about 7.8%;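 further: 0% = vehicle wells and 100% = reference activator wells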
GC-A act = GC-A stimulated cGMP production enhancers – HEK293 GC-A cells, cGMP TR-FRET, EC30 ANP, primary screen. 0.14% of 370,000 active. AID 1671463, 2021. 0% at EC30 ANP, 100% saturating ANP. Atrial natriuretic peptide receptor 1 (Homo sapiens), P16066. activation, % at 10 µM; in the data active means activation above about 40%
ASAP1 inh = inhibitors of human ASAP1 ArfGAP activity, primary screen, biochemical, fluorescence polarization. Arf-GAP with SH3 domain, ANK repeat and PH domain-containing protein 1 (Homo sapiens), …. ASAP1-stimulated ARF1 GTP hydrolysis, GDP FP detection. inhibition, % at 16.5 µM. AID 624377, 2012. 0.19% of 360,000 active; in the data active means inhibition above about 25%;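 further: 0% = vehicle with enzyme and substrate and 100% = no enzyme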
NR1D1 modulator = modulators of Rev-erb alpha DNA binding, primary screen, biochemical, FITC-DNA, fluorescence polarization, uHTS | Rev-erbα–FITC-DNA binding, 90 min | activity, % at 10 µM | 0.79% of 370,000 active | AID 1259318, 2017;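 active means activity above about 14%, limit read from the data; passing the limit was not always enough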;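 further: 0% = DMSO wells with 35 nM protein and 100% = DMSO wells with 750 nM protein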
Target sequence (P20393 whole entry, looked up): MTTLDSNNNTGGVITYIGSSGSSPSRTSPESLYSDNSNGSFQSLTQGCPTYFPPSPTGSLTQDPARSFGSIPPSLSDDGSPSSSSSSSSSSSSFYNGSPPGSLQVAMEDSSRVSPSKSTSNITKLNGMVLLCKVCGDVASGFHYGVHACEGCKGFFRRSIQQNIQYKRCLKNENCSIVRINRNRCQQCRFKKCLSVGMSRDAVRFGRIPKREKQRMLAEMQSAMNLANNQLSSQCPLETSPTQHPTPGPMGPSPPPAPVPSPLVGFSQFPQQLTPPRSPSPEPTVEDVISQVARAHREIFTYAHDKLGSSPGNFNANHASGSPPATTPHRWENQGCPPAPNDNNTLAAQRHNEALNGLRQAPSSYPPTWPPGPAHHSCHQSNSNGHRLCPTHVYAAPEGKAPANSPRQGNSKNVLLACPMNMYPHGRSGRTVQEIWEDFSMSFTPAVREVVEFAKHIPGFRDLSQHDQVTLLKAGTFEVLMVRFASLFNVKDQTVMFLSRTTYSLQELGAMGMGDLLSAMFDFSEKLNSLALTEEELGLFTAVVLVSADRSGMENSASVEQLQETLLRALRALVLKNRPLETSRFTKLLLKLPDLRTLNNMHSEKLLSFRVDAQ
ARFGAP1 inhibitor = inhibitors of rat ARFGAP1 GAP activity, primary screen, biochemical, fluorescence polarization, GDP tracer; AID 651572, 2012; Arfgap1-stimulated ARF1 GTP hydrolysis, GDP FP detection; 0.26% of 360,000 active; inhibition, % at 16.5 µM;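 active means inhibition above a per-plate limit, mean inhibition of low control wells plus 3 SD, cut at about 25% in these data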;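 further: 0% = DMSO wells with enzyme and 100% = wells lacking Arfgap1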
Target sequence (Q62848 1-136 limits assumed): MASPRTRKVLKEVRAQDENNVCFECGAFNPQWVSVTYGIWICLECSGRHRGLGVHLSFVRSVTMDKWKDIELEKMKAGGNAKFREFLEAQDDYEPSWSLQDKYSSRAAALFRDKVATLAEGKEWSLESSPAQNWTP
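system = rat Arfgap1 catalytic domain, aa 1-136 | technique = FP, GDP Alexa 633 tracer displaced from anti-GDP antibody, 620/688 nm | compound = one concentration, 16.5 µM, DMSO 1.26% | medium = HEPES-based buffer, pH 7.5 | timing = compound-enzyme preincubation 20 min, reaction 120 min, detection 60 min, 25 °C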
rCAG binder = binders of r(CAG) RNA repeats, primary screen, biochemical, fluorescence; r(CAG) RNA repeat, TO-PRO-1 dye displacement fluorescence; inhibition, % at 3 µM; 1.3% of 370,000 active; AID 651821, 2012;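 active means inhibition above the plate cutoff, the mean of all test compounds on that plate plus 3 SD, cut at about 35% in these data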;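 further: 0% = DMSO alone and 100% = 100 µM mitoxantrone as full dye displacement; higher means more dye released from RNA so lower well fluorescence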
An asterisk follows results filed as active; . = no result given.

[1] CCCn1c(N)c(C(=O)CSc2ncn[nH]2)c(=O)n(C)c1=O
[2] Cc1cnc(NC(=O)CSc2nc3ccccc3s2)s1
[3] CC(=O)c1ccc(S(=O)(=O)Nc2ccc(C(=O)NCCCn3ccnc3)cc2)cc1
[4] Cc1csc2ncc(C(=O)NCCC(c3ccccc3)c3ccccc3)c(=O)n12
[5] Cn1c(=O)c2c(nc(CO)n2C)n(C)c1=O
[6] COc1ccc(CNC(=O)c2ccc(-c3ccc(F)c(F)c3)c3ccoc23)cc1OC

assay / entry	1	2	3	4	5	6
NPR2 activator	-1	-3	1	-5	2	11
mABHD4 FP	8	-6	-15	-19	11	-23
HTRA1 inh	7	-15	8	-53	8	.
PG9 binder	-4.3	1.1	0.1	-0.6	-0.7	-2.7
SMARCA2 activ	3	-1	-2	-2	-3	-2
GC-A act	4	-2	0	1	0	2
ASAP1 inh	-13	-2	7	-2	-14	14
NR1D1 modulator	-3	2	-6	1	-6	7
ARFGAP1 inhibitor	-7	-7	6	-2	10	0
rCAG binder	0	-2	4	-2	1	2

[7] O=C1CCCC(O)=C1Sc1ccccc1C(=O)O
[8] CN(C)S(=O)(=O)c1cccc(C(=O)Nc2cc(Cl)ccc2O)c1
[9] COc1ccc(NC(=O)CSc2nnc(Cn3c(=O)sc4ccccc43)n2C)c(OC)c1
[10] CCOC(=O)CNC(=O)C1(/C=C/c2ccccc2)CC(=O)N1c1ccc(OC)cc1 (configuration not stated)
[11] CCC1CCCCN1CC(=O)Nc1cc(OC)c(OC)cc1C#N (configuration not stated)
[12] S=c1nc[nH]c2c1[nH]c1ccccc12

assay / entry	7	8	9	10	11	12
NPR2 activator	1	-4	1	-1	1	9
mABHD4 FP	8	-4	2	2	-3	7
HTRA1 inh	8	-11	-1	2	4	-3
PG9 binder	-2.4	-2.6	0.5	-3.4	1.5	79*
SMARCA2 activ	2	3	0	4	-1	2
GC-A act	5	-2	-1	-12	1	25
ASAP1 inh	10	-1	11	-1	-7	-2
NR1D1 modulator	-6	2	-2	1	-2	-1
ARFGAP1 inhibitor	5	-3	-10	5	10	-13
rCAG binder	2	13	1	-8	-6	2

[13] S=C(Nc1ccc(Cl)cc1)N1CCOCC1
[14] COc1ccc(S(=O)(=O)N(CC(=O)N/N=C/c2cccs2)c2cc(C)cc(C)c2)cc1OC
[15] CC(=O)c1ccc(N2C(=NC(=O)CCC3CCCC3)SC3CS(=O)(=O)CC32)cc1 (configuration not stated)
[16] CCOc1ccc(OCC)c(S(=O)(=O)N2CCC(C)CC2)c1
[17] Cc1ccccc1C(=O)N(Cc1nc2ccccc2c(=O)[nH]1)C1CCCC1
[18] O=C(Nc1ccc(NC(=O)c2cccs2)c(Cl)c1)c1cccs1

assay / entry	13	14	15	16	17	18
NPR2 activator	3	-1	1	-2	-4	1
mABHD4 FP	-5	-23	-5	-5	-3	-25
HTRA1 inh	-4	-28	0	-7	-3	-32
PG9 binder	-1.0	-1.3	-2.1	1.3	-1.3	0.4
SMARCA2 activ	3	2	0	1	-2	0
GC-A act	2	-2	5	-5	-10	0
ASAP1 inh	19	-4	-7	6	0	4
NR1D1 modulator	-1	-3	1	-3	2	2
ARFGAP1 inhibitor	3	1	-6	-2	1	-3
rCAG binder	4	1	1	-7	-9	7

[19] CC1CC(C)CN(C(=O)c2ccc3c(c2NCCO)C(=O)c2ccccc2C3=O)C1 (configuration not stated)
[20] CC(C)(C)CN1CCC(n2nccc2NC(=O)c2ccccc2Cl)CC1
[21] Cc1cc2c(C)nc3ccccc3c2o1
[22] O=C(NNC(=O)C1CCN(S(=O)(=O)c2ccc(Cl)cc2)CC1)c1ccccc1
[23] CC1CCN(c2ccc(NC(=O)c3cccnc3)cc2)CC1
[24] CCN(C(=O)COC(=O)/C(=C/c1ccccc1)n1nnnc1C)C1CCCCC1

assay / entry	19	20	21	22	23	24
NPR2 activator	-6	3	3	1	-3	2
mABHD4 FP	27	1	-5	-1	-39	-12
HTRA1 inh	41*	-1	-7	6	-8	-1
PG9 binder	-12	-4.3	-1.0	-0.5	-3.5	-2.2
SMARCA2 activ	0	-2	2	1	0	2
GC-A act	-5	1	2	1	1	0
ASAP1 inh	2	-20	-8	6	-3	-6
NR1D1 modulator	4	2	-2	2	0	-3
ARFGAP1 inhibitor	4	12	9	-1	-4	1
rCAG binder	0	-6	2	-2	2	-4

[25] CCn1c(CNC(=O)C23CC4CC(CC(C4)C2)C3)nnc1SC
[26] COc1ccc(S(=O)(=O)N2CCCCC2c2cc(C(=O)Nc3ccc4c(c3)OCO4)no2)cc1 (configuration not stated)
[27] COc1ccccc1C(=O)NS(=O)(=O)c1ccc(C)cc1
[28] COC(=O)[C@]12C[C@H](CC(=O)NCc3cccc4ccccc34)C(=O)N(CCC3=CCCCC3)C1=C[C@H](C(C)C)O[C@@H]2C1CC1
[29] CC1CCCN(C(=O)C2CCN(C(=O)Nc3ccccc3)CC2)C1 (configuration not stated)
[30] Cc1ccc(S(=O)(=O)N2CCC(C(=O)NCC3CC3)CC2)cc1

assay / entry	25	26	27	28	29	30
NPR2 activator	5	3	3	-2	7	-3
mABHD4 FP	-7	-7	-1	2	-2	3
HTRA1 inh	-1	.	6	.	0	4
PG9 binder	0.3	1.8	-1.1	.	-1.7	0.7
SMARCA2 activ	-1	0	2	-3	-3	0
GC-A act	4	7	0	0	-1	-1
ASAP1 inh	-2	-1	-8	.	-2	8
NR1D1 modulator	-1	-6	-4	-1	2	-4
ARFGAP1 inhibitor	-12	10	-16	.	-4	8
rCAG binder	-4	5	0	7	2	0

[31] Cc1cc(C)c(OCCCNC2CCCC2)c(Br)c1
[32] COc1ccc(-c2sc3cc4c(cc3c2C#Cc2cncn2C)OCO4)cc1
[33] O=C(NCc1ccc(F)cc1)C1CC(=O)N(C2CCCC2)C1 (configuration not stated)
[34] CCc1nc2ccc(C(=O)Nc3cccc(NS(C)(=O)=O)c3)cn2c1N(C)C(=O)Cc1ccccc1
[35] COC(=O)c1ccc(N2CCCCC2)c(N)c1
[36] CCOc1ccc(Nc2oc(-c3ccc(Cl)cc3)nc2C#N)cc1

assay / entry	31	32	33	34	35	36
NPR2 activator	-2	-28	1	-1	-1	-7
mABHD4 FP	19	-4	4	-6	2	1
HTRA1 inh	5	-7	-3	.	-5	-3
PG9 binder	0.7	-1.8	-0.2	4.3	-0.8	0.5
SMARCA2 activ	0	2	0	-3	1	3
GC-A act	-5	-18	0	0	1	1
ASAP1 inh	9	7	-20	-2	1	12
NR1D1 modulator	0	4	-5	-1	9	-2
ARFGAP1 inhibitor	-9	10	5	-4	5	-2
rCAG binder	8	5	0	4	-2	6

[37] CCOC(=O)c1cnc(SCC(=O)Nc2ccc(NC(=O)CC)c(OC)c2)nc1N
[38] O=C(NCc1cn2ccsc2n1)c1cccs1
[39] COc1ccc(C2CC(c3ccc(Br)cc3)=NN2C(=S)Nc2ccccc2)cc1 (configuration not stated)
[40] Cc1nnc(SCc2cc(=O)oc3ccc4ccccc4c23)n1Cc1ccccc1
[41] CC(C)CN1CCC(=O)N([C@H](CSc2ccccc2)Cc2ccccc2)CC1
[42] CO[C@H]1CN(C)C(=O)c2ccc(NC(=O)c3ccc4c(c3)OCO4)cc2OC[C@H](C)N(CC2CC2)C[C@@H]1C

assay / entry	37	38	39	40	41	42
NPR2 activator	3	3	-2	-11	2	4
mABHD4 FP	0	-5	-7	10	3	4
HTRA1 inh	-4	-2	-3	-6	-8	.
PG9 binder	1.2	0.1	-2.1	-2.1	-1.3	0.6
SMARCA2 activ	-4	6	1	-1	1	1
GC-A act	1	4	1	-15	0	1
ASAP1 inh	-6	-4	-4	-6	-2	3
NR1D1 modulator	4	6	12	-1	3	-6
ARFGAP1 inhibitor	-5	-2	0	-2	-8	3
rCAG binder	0	1	1	7	-11	3

8 neighbouring records already listed, quoted:
[32] COc1ccc(-c2sc3cc4c(cc3c2C#Cc2cncn2C)OCO4)cc1
[33] O=C(NCc1ccc(F)cc1)C1CC(=O)N(C2CCCC2)C1 (configuration not stated)
[34] CCc1nc2ccc(C(=O)Nc3cccc(NS(C)(=O)=O)c3)cn2c1N(C)C(=O)Cc1ccccc1
[35] COC(=O)c1ccc(N2CCCCC2)c(N)c1
[36] CCOc1ccc(Nc2oc(-c3ccc(Cl)cc3)nc2C#N)cc1
[37] CCOC(=O)c1cnc(SCC(=O)Nc2ccc(NC(=O)CC)c(OC)c2)nc1N
[38] O=C(NCc1cn2ccsc2n1)c1cccs1
[39] COc1ccc(C2CC(c3ccc(Br)cc3)=NN2C(=S)Nc2ccccc2)cc1 (configuration not stated)

assay / entry	32	33	34	35	36	37	38	39
NPR2 activator	-28	1	-1	-1	-7	3	3	-2
mABHD4 FP	-4	4	-6	2	1	0	-5	-7
HTRA1 inh	-7	-3	.	-5	-3	-4	-2	-3
PG9 binder	-1.8	-0.2	4.3	-0.8	0.5	1.2	0.1	-2.1
SMARCA2 activ	2	0	-3	1	3	-4	6	1
GC-A act	-18	0	0	1	1	1	4	1
ASAP1 inh	7	-20	-2	1	12	-6	-4	-4
NR1D1 modulator	4	-5	-1	9	-2	4	6	12
ARFGAP1 inhibitor	10	5	-4	5	-2	-5	-2	0
rCAG binder	5	0	4	-2	6	0	1	1
